Tau ThT inhib – tau fibrillization inhibition (ThT binding). P10636. recombinant tau K18 P301L, heparin-induced fibrillization, ThT fluorescence. Potency, µM (doses to about 57.4 µM), for inactives: at the top dose activity, negative = inhibition, usual class: inhibitors. 270,000 compounds, 2.1% hits. AID 1460; further: nearly all actives have a fitted effect of over 55% in size
Target sequence (P10636 561-689 P618L limits assumed): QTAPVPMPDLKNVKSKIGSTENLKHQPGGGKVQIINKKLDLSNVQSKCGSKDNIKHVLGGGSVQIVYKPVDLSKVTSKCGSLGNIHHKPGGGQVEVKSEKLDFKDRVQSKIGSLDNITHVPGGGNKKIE
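K18 P301L tau (15 uM + 0.24 uM Alexa 594-tagged), heparin 20 uM, NaOAc pH 7, 6 h 37 C; ThT 30 uM, 1 h RT, ex 450/em 510 nm.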
Tau fluor cs – counter-screen for tau fibril formation inhibitors; AID 1463; Potency, µM (top dose mostly 57.7 µM), inactives show at the top dose activity change, negative = decrease; 280,000 compounds, 0.93% hits; tau K18 P301L (four-repeat tau fragment) Alexa594 fluorescence, heparin fibrillization; further: nearly all actives have a fitted effect of over 55% in size
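Human K18 P301L tau (15 uM unlabeled plus 0.24 uM Alexa 594-labeled, final) in 100 mM sodium acetate pH 7 was mixed with compound and 20 uM heparin and incubated 6 hr at 37 C.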
Tau FP inhib – tau fibrillization inhibition (FP). Potency, µM (top dose mostly 57.7 µM), for the others: top-dose activity, negative = inhibition, hits mostly inhibitors. P10636. 280,000 compounds, 0.39% hits. K18 P301L tau heparin fibrillization, Alexa594 FP, 6 h; further: nearly all actives have a fitted effect of over 55% in size
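Human K18 P301L fragment (15 uM unlabeled plus 0.24 uM Alexa 594-labeled) in 100 mM sodium acetate pH 7 with compound, aggregation induced by 20 uM heparin for 6 hr at 37 C. ThT (30 uM) added for 1 hr, then Alexa 594 FP read.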
ALDH1A1 inh – ALDH1A1 (human) enzyme inhibition | Potency, µM (doses to about 75.3 µM), without a hit: at the highest dose activity, negative = inhibition, actives largely listed as inhibitors | Purified ALDH1A1, NADH fluorescence, propionaldehyde substrate | 220,000 compounds, 7.3% hits | AID 1030; active means well fitted inhibition curve with a large enough effect, not every such curve was filed as active; inconclusive means small, poorly fitted or top-dose-only effect, or another doubt; inactive means no such curve, though single readings can be large or run the other way;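 further: plate controls were no enzyme wells and a reference inhibitor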
TexasRed fluor – Texas Red fluorescence interference in TRb-SRC2 counter-screen | 280,000 compounds, 0.29% hits | TRb/SRC2 Texas Red total fluorescence interference | Potency, µM (doses to about 106 µM), for the others: top-dose fluorescence change, negative = quenching; active means well fitted curve in either direction with a large enough effect; inconclusive means small, poorly fitted or top-dose-only effect
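Human TRb ligand-binding domain at 0.6 uM with 20 nM Texas Red SRC2 peptide in Tris buffer containing 1 uM T3 and 5% DMSO, incubated with compound 5 h at ambient temperature. Total fluorescence (555/632 nm) calculated as parallel + 2 × perpendicular.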
L3MBTL1 inh – L3MBTL1 (human) inhibition; Q9Y468; AlphaScreen L3MBTL1–H3K9me1 peptide binding; Potency, µM (doses to about 57.1 µM), inactives show at the top dose activity, negative = inhibition, usual class: inhibitors; 230,000 compounds, 0.66% hits; further: nearly all actives have a fitted effect of over 60% in size
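AlphaScreen proximity signal between nickel-chelate acceptor and streptavidin donor beads (final 10 ug/mL) reports binding of 50 nM L3MBTL1 to 75 nM biotin-H3 K9me1 peptide; complex incubated with compounds 30 min at room temperature; cefsulodin titration as control.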
TRb SRC2 PPI – inhibitors of human thyroid hormone receptor beta-SRC2 interaction | 280,000 compounds, 0.065% hits | TRbeta-SRC2 peptide binding, fluorescence polarization; receptor liganded with 1 µM T3 | Potency, µM (titrated, usually from 106 µM), without a hit: at the top dose activity change, negative = inhibition, usual class: inhibitors | AID 1469 | P10828;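 further: plate controls were bound peptide for no effect and peptide without receptor for full effect; nearly all actives have a fitted effect of over 50% in size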
Target sequence (P10828 whole entry, looked up): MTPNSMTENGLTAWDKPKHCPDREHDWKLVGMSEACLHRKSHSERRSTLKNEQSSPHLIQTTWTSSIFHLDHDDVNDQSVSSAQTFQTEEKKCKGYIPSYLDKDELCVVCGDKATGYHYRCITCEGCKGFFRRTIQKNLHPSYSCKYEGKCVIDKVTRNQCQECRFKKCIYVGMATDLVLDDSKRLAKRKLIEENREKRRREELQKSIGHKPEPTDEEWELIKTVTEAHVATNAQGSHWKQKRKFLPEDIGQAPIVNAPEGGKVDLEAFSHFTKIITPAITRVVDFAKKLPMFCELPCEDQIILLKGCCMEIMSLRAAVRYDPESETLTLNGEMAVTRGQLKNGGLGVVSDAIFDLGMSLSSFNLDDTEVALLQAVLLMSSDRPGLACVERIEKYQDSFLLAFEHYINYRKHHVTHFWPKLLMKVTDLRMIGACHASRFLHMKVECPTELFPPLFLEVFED
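Human TRb LBD (0.6 uM) plus Texas Red-labeled SRC2 peptide (20 nM), 1uM T3, 5% DMSO, 5 hr at ambient temperature. Decreased polarization (555/632 nm) flags inhibition; data normalized to free and bound peptide controls.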
GLA spleen mod – inhibits or activates alpha-galactosidase in human spleen homogenate | P06280 | human spleen homogenate, 4MU-alpha-Gal fluorescence, 40 min | Potency, µM (top dose mostly 80 µM), without a hit: at the top dose activity change, negative = inhibition, usual class: inhibitors | 240,000 compounds, 0.008% hits | AID 2107;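 further: 0% = enzyme with vehicle and -100% = no enzyme basal signal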
Target sequence (P06280 32-429 limits assumed): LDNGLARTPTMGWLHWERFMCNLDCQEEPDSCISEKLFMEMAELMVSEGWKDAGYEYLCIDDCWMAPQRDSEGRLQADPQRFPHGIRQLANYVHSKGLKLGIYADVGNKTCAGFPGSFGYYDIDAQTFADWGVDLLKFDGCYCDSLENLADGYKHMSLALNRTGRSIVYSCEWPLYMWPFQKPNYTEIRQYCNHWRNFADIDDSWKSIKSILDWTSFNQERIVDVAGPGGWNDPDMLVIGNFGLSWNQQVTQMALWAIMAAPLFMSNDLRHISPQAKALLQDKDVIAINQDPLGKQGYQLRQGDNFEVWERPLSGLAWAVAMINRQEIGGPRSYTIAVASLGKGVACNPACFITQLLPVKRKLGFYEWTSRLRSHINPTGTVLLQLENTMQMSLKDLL
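Spleen homogenate 1 ug + cpd (titration) + 4-MU-alpha-D-galactopyranoside 1 mM; 37C 40 min; 50 mM citrate/phosphate pH 5.0, 0.01% Tween-20; stop pH 10; fluorescence 365/440; AC50 via Hill.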
* marks the source's active call; other numbers are inactive results; ? = inconclusive; . = not tested or not shown; & = joins results of further samples; [ ] = dose if it differs, or a comment. Unless noted, the call rests on the fitted dose curve; in most records, active means well fitted curve in the direction sought with a large enough effect; inconclusive means small, poorly fitted or top-dose-only effect, or another doubt; inactive means no such curve, though single readings can be large; an effect the other way counts as inactive or inconclusive. Unless noted, on the % scale 0 is the no-effect control and ±100 the full control effect; potency means the concentration at half of the fitted maximal effect. Hits appear at their usual frequency; about 8.5% have a hit in one of these screens.

SMILES	Tau ThT inhib	Tau fluor cs	Tau FP inhib	ALDH1A1 inh	TexasRed fluor	L3MBTL1 inh	TRb SRC2 PPI	GLA spleen mod
COc1cccc(O)c1CN1CCCC(C(=O)c2cccc(C(F)(F)F)c2)C1 (stereo unspecified)	-13%	-24%	9%	2%	1%	-2%	-3%	2%
Cc1ccc(C2(C(F)(F)F)NC(=O)N3CCCN=C3S2)cc1 (stereo unspecified)	-4%	-4%	-7%	0%	3%	1%	-3%	4%
Oc1ccccc1C=NCCN=Cc1ccccc1O	1%	4%	2%	.	-5%	-5%	-4%	-4%
COc1ccc(CCNC(=O)c2cc(S(=O)(=O)N3CCCC(C)C3)cn2C)cc1OC (stereo unspecified)	9%	-2%	0%	.	2%	.	-3%	.
CC(C)(C)NCc1ccc(OCc2cccs2)cc1	-12%	-21%	-3%	1%	-3%	.	3%	1%
N#Cc1c(-c2ccccc2)cc(-c2ccccc2)nc1SCC(=O)Nc1ccc(Cl)cc1	15%	-2%	?	.	-2%	.	3%	.
O=C(Cn1ccn(-c2ccc(F)c(F)c2)c(=O)c1=O)Nc1ccccc1F	11%	-14%	?	.	5%	.	-2%	.
CC1Cc2ccccc2N1C(=O)COc1nc2ccccc2nc1N1CCOCC1 (stereo unspecified)	-10%	1%	5%	?	-1%	-4%	-6%	3%
c1ccc(Cn2nnc(-c3ccccc3)n2)cc1	0%	-1%	9%	11%	-2%	35%[activator]	-2%	-4%
COC(=O)C1=C(C)NC(=O)NC1c1cccc(OC)c1OCc1ccccc1 (stereo unspecified)	-17%	-16%	-3%	3%	-3%	.	-1%	-2%
CCCCOC(=O)Nc1ccc(S(=O)(=O)Nc2nccs2)cc1	-9%	-13%	9%	.	-1%	4%	-12%	7%
Cc1cccc(-n2ncc3c(NC4CCCC4)ncnc32)c1	-15%	-26%	-17%	.	-1%	.	3%	.
CC(NC(=O)CSc1nnc(-c2cccc(S(=O)(=O)N3CCCCC3)c2)o1)C12CC3CC(CC(C3)C1)C2 (stereo unspecified)	-18%	-23%	-9%	-8%	0%	.	-9%	-7%
O=C(Cc1ccccc1F)c1ccc(O)cc1O	3%	-12%	-10%	?	-1%[53 µM]	3%	3%[53 µM]	4%
Cc1cc(C)n2nc(C(=O)Nc3ccc(S(=O)(=O)N4CCCC4)cc3)nc2n1	.	-1%	4%	.	-3%	.	-1%	0%
CCN(CC)S(=O)(=O)c1ccc(N2CCOCC2)c(NC(=O)C23CC4CC(CC(Cl)(C4)C2)C3)c1	1%	-11%	-3%	?	-4%	-7%	5%	3%
COc1ccc(C(CNC(=O)C2CC(=O)N(Cc3ccc(C)cc3)C2)N(C)C)cc1 (stereo unspecified)	-10%	-1%	-3%	?	1%	-9%	6%	-5%
Cc1ccc(C)c(S(=O)(=O)Nc2nc3ccc(S(N)(=O)=O)cc3s2)c1	-22%	-19%	-8%	6%	-3%	.	-8%	-1%
CCOC(=O)CC(NC(=O)c1ccc(C)cc1)c1ccc(C)cc1 (stereo unspecified)	-2%	-9%	-5%	2%	-3%	0%	-2%	-12%
CSc1ccccc1C(=O)Nc1cc(C)cc(C)c1	-13%	-11%	-2%	-5%	3%	2%	-11%	-9%

Entries of single compounds from above. Order of values: Tau ThT inhib	Tau fluor cs	Tau FP inhib	ALDH1A1 inh	TexasRed fluor	L3MBTL1 inh	TRb SRC2 PPI	GLA spleen mod
COc1ccc(CCNC(=O)c2cc(S(=O)(=O)N3CCCC(C)C3)cn2C)cc1OC (stereo unspecified) reads 9%	-2%	0%	.	2%	.	-3%	.
Cc1ccc(C2(C(F)(F)F)NC(=O)N3CCCN=C3S2)cc1 (stereo unspecified) reads -4%	-4%	-7%	0%	3%	1%	-3%	4%

(more compounds)
SMILES	Tau ThT inhib	Tau fluor cs	Tau FP inhib	ALDH1A1 inh	TexasRed fluor	L3MBTL1 inh	TRb SRC2 PPI	GLA spleen mod
Cn1c(CSCc2ccc(Cl)cc2)nnc1SCC(=O)Nc1nc2ccccc2s1	-7%	-14%	-5%	13%	-3%	.	3%	8%
CCOc1ccc(S(=O)(=O)Nc2cc(OC)c(OC)cc2C(=O)O)cc1	-3%	-6%	-4%	?	-4%	.	-4%	0%
COC(=O)NNC(=O)c1ccccc1OC	-2%	2%	-1%	10%	-3%	7%	-2%	8%
O=C(Nc1cccc2ccccc12)NC1CCS(=O)(=O)C1 (stereo unspecified)	-3%	-3%	2%	-8%	-1%	-2%	0%	1%
c1ccc(-c2ccc(CN3C[C@@H]4C(c5ccccc5)C5(c6ccccc6)CC4(C5)[C@H]3c3ccccc3)cc2)cc1 (stereo partly specified)	-13%&4%	-13%&9%	0%&-6%	6%	-8%&-2%	.	-3%&-5%	-7%&-10%
COc1ccccc1NC(=O)c1sc2nc(C)c(C(=O)Nc3ccc(C)cc3C)c(-c3ccc(C)o3)c2c1N	?	?	-9%	.	-1%	.	-3%	.
Cc1noc(C)c1COc1ncnc2ccccc12	-8%	-4%	-8%	5%	-1%	.	-5%	0%
O=C(O)c1cccc(N2C(=O)/C(=C/c3ccc(SCc4ccc(Cl)cc4)o3)SC2=S)c1	16µM*	?	?	25µM*	-21%	3.5µM*	4%	2%
O=S(=O)(Nc1cccnc1)c1ccc(Cl)cc1	-8%	-2%	10%	16%	-5%	.	-8%	6%
O=C(/C=C/c1c(Cl)nc2ccccn12)Nc1ccc(F)cc1	-19%	-13%	-11%	8%	0%	18%	6%	0%
CCOC(=O)C1C(=O)CC(C)(O)C(C(=O)OCC)C1c1ccc(Br)cc1 (stereo unspecified)	-11%	-12%	8%	1%	0%	33%[activator]	-25%	-2%
COc1ccc(N2CCN(C(CNC(=O)c3cccc(OC)c3)c3cccnc3)CC2)cc1 (stereo unspecified)	-5%	-1%	4%	.	-21%	.	-6%	.
CCC(=O)N1CCC(C(N)=O)(N2CCCCC2)CC1	4%	4%	9%	5%	-3%	.	0%	1%
CCOc1c(Cl)cc(CNc2ccc(N3CCCC3)cc2)cc1OC	3.2µM*	?	7.9µM*	?	11%	-20%	?	7%
O=C(Nc1nc(-c2ccccc2)cs1)C1CCCO1 (stereo unspecified)	-15%	-11%	2%	?	3%	5%[11.4 µM]	-5%	3%
CCN(C(=O)COC(=O)c1cc(-c2ccccc2)nc2c1c(C)nn2-c1ccc(C)cc1)C1CCS(=O)(=O)C1 (stereo unspecified)	4%	-12%	-3%	8%	5%	8%	8%	6%
Cc1ccnc2nc(C(=O)Nc3nnc(-c4ccc(Cl)cc4)o3)nn12	-3%	-1%	2%	7%	1%	.	1%	-2%
Cc1ccc(Nc2sc(C(=O)c3ccccc3)c(N)c2C(=O)Nc2ccc(Cl)cc2)cc1	?	?	-3%	.	4%	.	11%	.
CCN(CC(=O)NC1CCS(=O)(=O)C1)Cc1nc2c(Br)cc(Br)cc2c(=O)[nH]1 (stereo unspecified)	-8%	-10%	-3%	-7%	-4%	4%	-5%	3%
OCc1cn(-c2ccccc2)nn1	1%	8%	2%	9%	0%	?	2%	6%
Cc1oc(-c2ccc(C(F)(F)F)cc2)nc1CN(Cc1ccccn1)C[C@@H]1CCC(=O)N1	-9%	-4%	-2%	-8%	-3%	-7%	2%	-1%

Structures from the list above with a Cl atom (nine):
SMILES	Tau ThT inhib	Tau fluor cs	Tau FP inhib	ALDH1A1 inh	TexasRed fluor	L3MBTL1 inh	TRb SRC2 PPI	GLA spleen mod
N#Cc1c(-c2ccccc2)cc(-c2ccccc2)nc1SCC(=O)Nc1ccc(Cl)cc1	15%	-2%	?	.	-2%	.	3%	.
CCN(CC)S(=O)(=O)c1ccc(N2CCOCC2)c(NC(=O)C23CC4CC(CC(Cl)(C4)C2)C3)c1	1%	-11%	-3%	?	-4%	-7%	5%	3%
Cn1c(CSCc2ccc(Cl)cc2)nnc1SCC(=O)Nc1nc2ccccc2s1	-7%	-14%	-5%	13%	-3%	.	3%	8%
O=C(O)c1cccc(N2C(=O)/C(=C/c3ccc(SCc4ccc(Cl)cc4)o3)SC2=S)c1	16µM*	?	?	25µM*	-21%	3.5µM*	4%	2%
O=S(=O)(Nc1cccnc1)c1ccc(Cl)cc1	-8%	-2%	10%	16%	-5%	.	-8%	6%
O=C(/C=C/c1c(Cl)nc2ccccn12)Nc1ccc(F)cc1	-19%	-13%	-11%	8%	0%	18%	6%	0%
CCOc1c(Cl)cc(CNc2ccc(N3CCCC3)cc2)cc1OC	3.2µM*	?	7.9µM*	?	11%	-20%	?	7%
Cc1ccnc2nc(C(=O)Nc3nnc(-c4ccc(Cl)cc4)o3)nn12	-3%	-1%	2%	7%	1%	.	1%	-2%
Cc1ccc(Nc2sc(C(=O)c3ccccc3)c(N)c2C(=O)Nc2ccc(Cl)cc2)cc1	?	?	-3%	.	4%	.	11%	.
